# Screens from PubChem BioAssay.
# MT stabilize HCS: microtubule stabilization, imaging screen; HeLa tubulin immunostaining HCS, 24 h; share of cells brighter than vehicle mean+2SD; % tubulin-high responders, % at 10 µM; actives 0.83% (n = 200,000);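 active = plate Z-score above 3 for both tubulin-high and condensed-nucleus cell shares, with cell loss under 80%, at 10 µM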;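 note: anti alpha tubulin signal scored within the nucleus-defined area of each cell; some results filed as inactive read as strong as hits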
# P. falciparum M17LAP: P. falciparum M17LAP inhibitors, primary screen, biochemical, fluorogenic H-Leu-NHMec substrate, 1536-well (AID 1619); recombinant M17LAP, H-Leu-NHMec fluorogenic kinetic assay; higher % means a stronger effect; actives 0.38% (n = 220,000); inhibition, % at 30 µM; hits with a dose series show IC50 in µM;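 active = compound inhibiting the enzyme by more than half at any dose during confirmatory dose-response retesting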;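 note: plate controls were full reaction with DMSO carrier for no effect and no enzyme background for full effect; strong numbers were not always called active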
# bCat nuc transl: beta-catenin nuclear translocation modulation | HeLa beta-catenin nuclear translocation, immunofluorescence imaging | nuclear translocation activity, % at 5 µM | actives 0.3% (n = 190,000);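 active = nuclear translocation activity above 50% at 5 µM, with a well cell count of 50 or more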;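 note: per-cell ratio of nuclear to cytoplasmic median beta-catenin stain intensity; plate controls were DMSO negative control for no effect and GSK-3 inhibitor IX positive control for full effect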
#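 System: HeLa cells, endogenous beta-catenin; compound dosing: 5 µM primary single dose, 0.1% DMSO, 0.02–20 µM confirmation series; incubation: 24 h compound exposure at 37°C, 5% CO2; signal: beta-catenin immunofluorescence imaging with DAPI; evaluation: % activation, nuclear-to-cytoplasmic median beta-catenin signal ratio per cell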
# Insulin prom up: MIN6 insulin promoter up-regulation; MIN6 insulin promoter-GFP reporter, high-content imaging; hits give high values; z-score at 5 µM; actives 0.3% (n = 190,000);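 active = z-score above 3 at 5 µM with at least 500 cells counted in the well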
# Autophagy HCS: autophagy modulation, high-content screen | MEF GFP-LC3 puncta imaging; test concentration mostly 10 µM | calls only at 10 µM (by protocol) | actives 0.98% (n = 190,000) | AID 463193;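 active = percentage of spot-positive cells more than 3 SD above its plate mean, without a fluorescence outlier flag or 80% toxicity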;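 note: spot-positive cell cutoff set from DMSO-treated cells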
# CSM14.1 death rescue: protection against thapsigargin-triggered cell killing – 384-well, CSM14.1, ATP luminescence, primary screen (AID 1222); CSM14.1 thapsigargin-induced death rescue, ATP luminescence; higher % means a stronger effect; one-dose cellular ATP content (survival), % at 20 µM; EC50 in µM for titrated hits; 190,000 tested, under 10 active;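 active = EC50 below 50 µM in the dose-response confirmation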;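 note: death triggered by thapsigargin at about 15 µM added after 2 h compound pretreatment; cell ATP read after overnight thapsigargin exposure of roughly 18 to 22 hours; normalized against plate controls of thapsigargin alone and 5% DMSO vehicle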
# M1AAP inhibition: malaria alanyl aminopeptidase activity blockers – biochemical, fluorogenic H-Leu-NHMec substrate, 1536-well (AID 1445); recombinant M1AAP, H-Leu-NHMec fluorogenic kinetic assay; higher % means a stronger effect; inhibition, % at 30 µM; hits with a dose series show IC50 in µM; actives 0.42% (n = 220,000);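 active = primary inhibition above the hit cutoff, then over 50% inhibition at one or more dose response concentrations, cut at about 23% in these data, passing the limit was not always enough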;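 note: plate controls were DMSO full reaction for no effect and no enzyme background for full effect; strong numbers were not always called active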
# Dynein cargo inh: dynein cargo transport inhibition | AID 1381 | 3617.4 mouse cells, GR-EGFP nuclear translocation imaging; test concentration mostly 20 µM; stimulated with dexamethasone, 1 µM; hits give low values | actives 0.47% (n = 220,000) | z-score, hits read low;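 active = plate z-score of nuclear minus cytoplasmic receptor signal below a set negative limit, without overly bright fluorescence or cell loss, cut at about -3.5 in these data, passing the limit was not always enough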;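 note: z-score of nuclear minus cytoplasmic ring GR-EGFP intensity difference per well; some compounds called inactive have numbers as strong as hits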
#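 Also added – dexamethasone, 1.0 µM final · Buffer or medium – tet-free, stripped-serum medium · Schedule – induction 48 h, compound 1 h, agonist 30 min · Detection – formaldehyde fixation, Hoechst nuclear stain, 10x automated fluorescence imaging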
# UTI89 phage lysis: inhibition of K1F phage lysis, E. coli UTI89, bacterial capsule biogenesis inhibitors, alamar blue (AID 488966). E. coli UTI89 K1F phage lysis, alamar blue, 2 h; higher % means a stronger effect. inhibition, % at 100 µM, or IC50 in µM where a hit was titrated. actives 0.02% (n = 340,000);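 active = phage lysis inhibition, versus mean bacterial control, above a set limit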;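 note: capsule biogenesis inhibitors block K1F phage lysis so surviving cells raise fluorescence; higher fluorescence means more inhibition of phage lysis; actives were called in the ten point dose series up to 300 µM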
# Dynein cargo inh cytoplasmic EGFP: recorded beside Dynein cargo inh, whose call it bears; z-score; measured here: cytoplasmic GR-EGFP intensity; hits give high values
# Dynein cargo inh nuclear GR-EGFP: recorded beside Dynein cargo inh, whose call it bears; z-score; measured here: nuclear GR-EGFP intensity;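 lower value marks the stronger effect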
# Dynein cargo inh cell count: further read-out of Dynein cargo inh, marked with its call; z-score; measured here: cell count per field
# Insulin prom up cell count: recorded beside Insulin prom up, whose call it bears; cell count; measured here: cytotoxicity, nuclei count;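 total cells summed across four imaged fields per well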
# bCat nuc transl cell count 5 µM: further read-out of bCat nuc transl, marked with its call; cell count; measured here: cell count, cytotoxicity flag
# MT stabilize HCS Hoechst-high %: further read-out of MT stabilize HCS, marked with its call; % Hoechst-high responders; measured here: nuclear condensation Hoechst responders;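 share of cells brighter than vehicle mean plus two SD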
# MT stabilize HCS cytotoxicity %: also measured in MT stabilize HCS; calls as there; toxicity, %; measured here: cytotoxicity by cell density;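 0% = mean cell density of plate MIN control wells and 100% = no cells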
# Autophagy HCS cell loss 18 h: also measured in Autophagy HCS; calls as there; toxicity, %; measured here: cell loss, nuclei count;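 cell loss after 18 h compound exposure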
# Numbers without * were called inactive; i = inactive; . = not tested or not shown; [ ] = remark or other dose.
Molecule	MT stabilize HCS	MT stabilize HCS Hoechst-high %	MT stabilize HCS cytotoxicity %	P. falciparum M17LAP	bCat nuc transl	bCat nuc transl cell count 5 µM	Insulin prom up	Insulin prom up cell count	Autophagy HCS	Autophagy HCS cell loss 18 h	CSM14.1 death rescue	M1AAP inhibition	Dynein cargo inh	Dynein cargo inh cytoplasmic EGFP	Dynein cargo inh nuclear GR-EGFP	Dynein cargo inh cell count	UTI89 phage lysis
CC1=C(C(=O)N2CCOCC2)C(c2ccc(C)cc2)NC(=S)N1 (stereo unspecified)	1.9	2.8	7.5	9.4%	-2.4	1132	0.39	1555	i	9.3	-2.9%	13.0%	0.0714	-0.168	0.168	0.251	0.4%
COc1ccc(NC(=O)c2ccco2)c(NC(=O)Cc2cccs2)c1	2.0	2.2	6.3	16.8%	.	.	.	.	i	-1.9	.	-4.3%	-0.708	-0.221	-0.527	-0.118	0.3%
Cc1ccn(CC(=O)N/N=C/c2cc([N+](=O)[O-])ccc2O)n1	1.6	2.9	8.4	-16.3%	1.2	489	0.12	1291	i	0.4	-1.2%	36.2%	-0.0964	-0.0247	0.123	-0.208	0.1%
CCOC(=O)CSc1nc2ccccc2c(=O)n1CCN1CCOCC1	1.8	2.6	5.9	1.2%	-3.1	1152	-0.23	1101	i	-2.1	1.0%	-2.2%	-0.58	-0.186	-0.112	-0.0369	-0.1%
O=C(c1ccco1)N1CCN(CC(=O)N2CCCc3c2c(=O)oc2ccc(O)cc32)CC1	4.4	4.1	8.3	19.9%	-0.8	1043	-0.03	1779	i	4.1	-0.1%	8.6%	0.751	-0.387	0.426	-1.04	.
CCOc1cc(S(=O)(=O)N2CC=C(c3ccc(F)cc3)CC2)c(OCC)cc1-n1cnnn1	45.3*	57.3*	39.5*	2.4%	0.7	856	1	787	i	24.0	-1.9%	5.6%	0.357	-0.288	0.191	-0.0872	3.6%
O=C1CC(N2CCC(c3nc4ccccc4o3)CC2)C(=O)N1c1ccc(F)cc1 (stereo unspecified)	1.1	1.9	9.7	4.5%	-1.6	1049	-0.45	1562	i	-4.4	-0.6%	8.9%	1.61	-0.112	1.66	-1.66	0.2%
CSc1ccc(Cl)c(C(=O)OCC(=O)Nc2ccccc2OC(F)F)c1	1.7	2.2	6.0	-4.9%	-1.6	504	0.43	1287	i	12.9	3.6%	1.7%	-0.298	-0.324	-0.539	0.671	0.1%[50 µM]
O=C(CSc1n[nH]c(-c2cccnc2)n1)Nc1ccccc1	3.7	1.2	1.2	17.6%	3.3	462	.	.	i	-8.3	-1.0%	13.8%	0.515	-0.149	0.784	0.0189	0.2%
O=C(CSCC(=O)N1CCCCC1)Nc1nc(-c2cccs2)cs1	2.6	4.8	7.1	12.1%	-0.9	1244	1.73	984	i	-5.0	-0.5%	11.4%	-1.04	-0.171	-0.411	0.669	2.7%
O=S(=O)(Cc1ccccc1)N1CCN(C/C=C/c2ccccc2)CC1	4.2	3.0	9.0	1.6%	0.1	980	0.36	1185	i	-0.6	-1.9%	6.1%	1.09	0.357	1.33	0.00584	7.2%
CCOC(=O)Cn1c(=O)c(-c2ccccc2N)nc2ccccc21	.	.	.	9.7%	-1.1	1187	-0.09	1190	.	.	.	3.5%	-0.647	-0.729	-0.0433	-0.465	6.2%
CN1CCN(C(=O)CN(c2cccc(Br)c2)S(=O)(=O)c2ccccc2)CC1	1.1	1.2	4.8	-4.9%	-2.7	1021	-0.29	1395	i	4.8	1.6%	-2.9%	-0.915	-0.196	-0.352	1.21	1.2%
Cc1cc(NC(=O)C2C3C(=O)N(CC4CCCO4)C(C(=O)NCc4ccccc4)C34C=CC2(C)O4)no1 (stereo unspecified)	4.0	2.1	4.0	9.4%	-1.1	531	0.43	1317	i	-3.6	-1.9%	1.8%	0.0762	-0.174	0.0276	0.867	0.2%
CCc1ccc(S(=O)(=O)N2CC(=O)Nc3ccccc32)cc1	1.4	1.3	3.5	-3.1%	4.8	1260	-0.89	939	i	-12.8	-3.2%	-0.6%	-0.501	-0.167	-0.123	0.516	0.3%
CCOP(=O)(CC(C(C)=O)C(O)c1ccccc1)OCC (stereo unspecified)	4.7	2.3	7.9	-16.0%	.	.	0.57	1123	i	-5.4	-5.7%	6.8%	0.074	-0.269	0.463	0.467	1.2%
CS(=O)(=O)c1[nH]nc(-c2cccc(Cl)c2)c1C#N	.	.	.	2.0%	1.5	1222	-0.19	944	.	.	.	-2.3%	3.75	0.00962	3.57	-3.1	.
O=C1CC(NCCc2ccccc2)C(=O)N1CCc1ccccc1 (stereo unspecified)	.	.	.	1.4%	-4.3	1133	0.16	1406	.	.	.	5.8%	0.879	-0.217	0.414	-0.293	-0.5%
CCC(C)NCCCCOc1ccc(Br)cc1 (stereo unspecified)	5.3	2.5	6.0	11.4%	-1.1	896	.	.	i	-4.6	14.7%	12.8%	-3.41	0.17	-2.15	0.202	-2.6%
CC[C@H](C)[C@H](NC(N)=O)C(=O)OCC(=O)NCc1ccc(Cl)cc1	2.2	3.5	5.9	2.7%	-2.8	1056	0.57	1396	i	-2.0	2.0%	2.7%	-1.65	-0.195	-1.05	0.174	0.0%
CCC(=O)N1CCc2cc(S(=O)(=O)NCCC(=O)N3CCc4ccccc4C3)ccc21	6.9	3.9	12.3	6.5%	-3.7	771	2.36	648	i	-11.7	-1.0%	-4.4%	1.45	-0.114	0.919	-1.08	0.2%
O=C(NNC(=O)c1c(F)cccc1F)c1sccc1-n1cccc1	14.8	0.8	9.6	3.1%	-2.2	1076	-0.07	1255	i	5.4	-0.9%	3.3%	0.448	-0.32	0.504	-0.316	1.0%
CCN1C(=O)N[C@@H](CCc2ccccc2)[C@@H](C(=O)OC)[C@H]1C	.	.	.	13.2%	5.3	913	-0.37	609	.	.	.	-2.5%	-0.556	-0.849	-0.113	1.21	1.6%
COc1cccc(C=Nc2ccc3c(c2)OCCO3)c1O	4.7	1.5	9.1	0.1%	.	.	1.01	1205	i	2.5	.	9.3%	0.787	0.0457	0.728	0.127	0.0%
Cn1c(NC(=O)C[n+]2cc(-c3ccc(Cl)cc3)n3c2CCC3)cc(=O)n(C)c1=O	2.3	4.7	11.0	1.5%	-1.2	942	0.37	1268	i	-0.4	-0.7%	-1.4%	-0.68	-0.298	-0.655	0.58	0.6%
CCOC(=O)c1cc(Sc2ccccc2N)cc(C(=O)OCC)n1	.	.	.	-2.4%	-0.5	1010	0.13	1322	.	.	.	-0.8%	-0.112	-0.27	-0.135	0.353	0.5%
Cc1cc(OCc2cn3cccnc3n2)ccc1Cl	1.8	2.5	1.9	1.5%	2.5	949	0.83	1284	i	14.8	-4.5%	-5.8%	-0.0618	-0.305	-0.248	0.0863	-0.9%
Cn1cccc1CC(=O)N/N=C/c1ccc(Cl)cc1	.	.	.	-2.4%	-0.6	1302	0.05	1082	.	.	.	4.6%	-0.484	-0.282	-0.641	1.1	-0.2%
CC(=O)NCc1ccc(C(=O)CCl)s1	4.0	3.6	3.8	10.7%	0.4	1135	0.48	933	i	16.1	0.1%	-0.9%	-4.98*	1.03*	-2.62*	0.931*	-0.1%
CC1(C)C([N+](=O)[O-])C(c2ccccc2O)NC(c2ccccc2O)C1[N+](=O)[O-] (stereo unspecified)	1.3	2.2	9.4	10.9%	2.1	1040	-0.05	1440	i	-9.1	-1.4%	8.6%	1.15	-0.121	0.694	-1.17	-0.7%
CCOC(=O)CSC1=C(C#N)C(c2ccccc2OCC)C(C#N)C(=O)N1 (stereo unspecified)	9.7	4.1	9.5	-18.4%	2.2	733	.	.	i	8.0	8.8%	1.2%	-0.674	-0.166	-0.0503	-0.422	2.0%
CCOC(=O)C1CCCN(Cc2cccc(Cl)c2)C1 (stereo unspecified)	1.7	1.8	3.1	5.0%	-0.7	1110	.	.	i	-1.4	-2.1%	-4.0%	-0.381	-0.287	-0.308	0.419	-0.9%
Cc1ccc(N=C(N)N=C(N)N)cc1	.	.	.	11.0%	-0.3	1274	-0.68	1198	.	.	.	4.3%	2.51	-0.142	1.81	-2.28	-1.6%
COC(=O)[C@@]1(Cc2ccc(F)cc2)[C@H]2c3cc(C(=O)N4CCCC4)n(CCc4ccc(O)c(O)c4)c3C[C@H]2CN1C(=O)c1ccccc1	6.4	3.6	4.1	0.9%	.	.	-0.42	1105	i	-58.6	-3.1%	6.6%	0.146	-0.208	0.496	0.347	.
Cc1ccc(NC(=O)/C(C#N)=N/Nc2ccc(C(=O)O)cc2)c(C)c1	.	.	.	4.3%	-0.3	1394	0.23	867	.	.	.	6.3%	0.534	-0.697	-0.052	-0.698	1.1%[50 µM]
Cc1ccc(C(C)C)c(OCC(=O)Nn2c(=O)[nH]c3ccccc3c2=O)c1	2.7	2.6	11.9	1.0%	-1.7	991	-0.1	1460	i	-2.2	1.4%	-2.7%	0.108	-0.256	0.122	0.152	7.2%
